# PGK inhibitor = T. brucei PGK inhibition; P07378; PGK/GAPDH coupled, Kinase-Glo luminescence, 60 min; Potency, µM (highest dose often 57.5 µM), inactives show at the top dose activity change, negative = inhibition, usual class: inhibitors; 0.043% of 380,000 active; note: potency is the fitted concentration of half-maximal effect; % is set by controls: 0 for no effect and ±100 for the full control effect; nearly all actives have a fitted effect of over 60% in size
#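 Luminescent ATP detection (Kinase-Glo Plus) follows a 60-minute room-temperature incubation, with wells lacking PGK as controls. Buffer: 100 mM TEA (pH 7.6), 5 mM MgCl2, 0.01% Tween-20. Coupling enzyme GAPDH (100 nM final) supplies unstable 1,3-BPG in-well.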
# Pol beta inh = DNA polymerase beta (human) inhibition; P06746; Potency, µM (titrated, usually from 114 µM), for inactives: top-dose activity change, negative = inhibition, most hits filed as inhibitors; Pol beta primer extension/strand displacement, fluorescence kinetic; 1.3% of 340,000 active; note: potency is the fitted concentration of half-maximal effect; % is set by controls: 0 for no effect and ±100 for the full control effect
#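 Reaction started by 50 nM substrate onto compound-treated Pol beta (10 nM, 15 min preincubation, room temperature); plates read at 0 min and 10 min. Normalized concentration-effect data fitted by four-parameter Hill equation.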
# POLH inh = blocks human DNA polymerase eta activity; Q9Y253; 1.2% of 390,000 active; recombinant Pol eta, fluorescent DNA replication assay; Potency, µM (highest dose often 114 µM), inactives show at the highest dose activity change, negative = inhibition, usual class: inhibitors; AID 588591; note: potency is the fitted concentration of half-maximal effect; % is set by controls: 0 for no effect and ±100 for the full control effect
#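 Pol eta (10 nM) was preincubated with compounds for 15 min at room temperature, after which fluorescent replication substrate (50 nM final) was added to start the reaction. Fluorescence was read kinetically at 0 and 10 min.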
# Apoferritin bind = binds horse apoferritin like a general anesthetic; apoferritin/1-aminoanthracene competitive binding, fluorescence; Potency, µM (series often up to 77.5 µM), without a hit: top-dose activity change, negative = displacement, hits mostly inhibitors; 0.074% of 350,000 active; AID 485281; note: potency is the fitted concentration of half-maximal effect; % is set by controls: 0 for no effect and ±100 for the full control effect; nearly all actives have a fitted effect of over 20% in size
# Target sequence (P02791 2-175 limits assumed): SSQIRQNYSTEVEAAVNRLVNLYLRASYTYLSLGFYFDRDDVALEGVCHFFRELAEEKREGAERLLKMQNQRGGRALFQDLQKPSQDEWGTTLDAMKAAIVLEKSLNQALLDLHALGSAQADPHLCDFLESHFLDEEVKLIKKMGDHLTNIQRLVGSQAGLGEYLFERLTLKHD
#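 Horse-spleen apoferritin (10 uM) was mixed with 50% saturated 1-aminoanthracene in PBS, exposed to compounds for 10 min at room temperature, and read for fluorescence (ex 380 nm, em 535 nm). Competitive displacement was fitted with a four-parameter Hill equation.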
# BLM helicase inh = blocks DNA unwinding by human BLM helicase. AID 2528. Potency, µM (top dose mostly 56.1 µM), inactives show at the highest dose activity change, negative = inhibition, actives largely listed as inhibitors. P54132. 0.2% of 350,000 active. recombinant BLM DNA unwinding, fluorescence dequenching;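 note: potency is the fitted concentration of half-maximal effect; plate controls were vehicle for no effect and no enzyme for full effect; nearly all actives have a fitted effect of over 35% in size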
# POLI inh = inhibitors of human DNA polymerase iota; Q9UNA4; Pol iota fluorescent replication assay, 10 min; Potency, µM (titrated, usually from 115 µM), for inactives: at the top dose activity, negative = inhibition, actives largely listed as inhibitors; 1% of 390,000 active; AID 588590; note: potency is the fitted concentration of half-maximal effect
#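 Pol iota at 10 nM preincubated 15 min with compounds at room temperature; reaction started with fluorescent substrate, 50 nM final. Fluorescence read kinetically at 0 and 10 min; buffer-only wells as negative control.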
# Pol kappa inh = inhibitors of human DNA polymerase kappa. Q9UBT6. purified Pol kappa, fluorescent DNA synthesis assay, 10 min. Potency, µM (top dose mostly 107 µM), inactives show top-dose activity, negative = inhibition, most hits filed as inhibitors. 0.53% of 400,000 active; note: potency is the fitted concentration of half-maximal effect; % is set by controls: 0 for no effect and ±100 for the full control effect
# Target sequence (Q9UBT6 whole entry, looked up): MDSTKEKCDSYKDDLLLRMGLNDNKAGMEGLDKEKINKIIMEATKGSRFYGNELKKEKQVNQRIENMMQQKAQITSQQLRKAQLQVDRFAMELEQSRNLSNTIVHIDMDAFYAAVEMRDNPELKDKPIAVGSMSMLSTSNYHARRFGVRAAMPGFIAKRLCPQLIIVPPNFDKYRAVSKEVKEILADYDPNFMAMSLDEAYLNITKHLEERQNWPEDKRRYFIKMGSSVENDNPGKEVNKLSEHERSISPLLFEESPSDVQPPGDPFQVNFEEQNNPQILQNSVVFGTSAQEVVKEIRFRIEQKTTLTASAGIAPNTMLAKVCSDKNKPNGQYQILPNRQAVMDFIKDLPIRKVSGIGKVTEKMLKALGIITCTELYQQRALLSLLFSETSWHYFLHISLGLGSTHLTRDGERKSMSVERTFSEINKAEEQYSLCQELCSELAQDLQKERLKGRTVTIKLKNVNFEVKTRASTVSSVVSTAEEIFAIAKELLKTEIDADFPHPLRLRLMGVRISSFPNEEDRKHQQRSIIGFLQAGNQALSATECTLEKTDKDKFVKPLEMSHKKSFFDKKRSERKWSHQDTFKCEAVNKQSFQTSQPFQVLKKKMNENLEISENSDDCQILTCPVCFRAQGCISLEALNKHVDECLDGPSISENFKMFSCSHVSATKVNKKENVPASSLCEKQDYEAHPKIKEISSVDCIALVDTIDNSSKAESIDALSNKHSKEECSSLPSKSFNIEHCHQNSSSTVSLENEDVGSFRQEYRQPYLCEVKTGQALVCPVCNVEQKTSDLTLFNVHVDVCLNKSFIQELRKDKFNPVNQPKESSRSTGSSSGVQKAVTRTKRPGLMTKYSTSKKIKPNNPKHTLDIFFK
#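 First, compounds were pin-transferred onto 10 nM Pol kappa. After 15 min at room temperature, substrate was added to 50 nM final. Fluorescence was then measured kinetically at 0 and 10 min.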
# RXFP1 antag = blocks the human relaxin receptor RXFP1. Q9HBX9. AID 1259400. HEK293-RXFP1, relaxin-stimulated cAMP HTRF, 30 min; stronger effect = lower value. activity change, negative = inhibition, % at 57.5 µM. 0.59% of 350,000 active;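 active = activity change of -60% or lower, but not beyond a set lower limit; inconclusive = change between -60% and -40%, or beyond the set limit; inactive = change above -40%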; note: % is set by controls: 0 for no effect and ±100 for the full control effect
# APEX1 inh = inhibitors of human APE1 endonuclease; P27695; recombinant APE1, TAMRA/BHQ-2 abasic DNA cleavage fluorescence; Potency, µM (highest dose often 65.8 µM), without a hit: at the top dose activity change, negative = inhibition, usual class: inhibitors; 0.35% of 350,000 active;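 note: potency is the fitted concentration of half-maximal effect; plate controls were vehicle for no effect and reference inhibitor for full effect; nearly all actives have a fitted effect of over 55% in size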
#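 APE1 at 0.75 nM preincubated 15 min at room temperature with compound. Reaction then started with 50 nM double-stranded THF-abasic substrate labelled with TAMRA/BHQ-2, and 525/598 nm fluorescence read kinetically. Activity taken as third-minus-first read difference, normalized to DMSO and NSC13755 controls.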
# * hit, by the source's call; i = inactive; ? = inconclusive; . = not tested or not shown; [ ] = another dose, or the depositor's remark. Unless noted, calls come from the whole dose curve; as a rule, active = well fitted curve in the direction sought with a large enough effect; inconclusive = small, poorly fitted or top-dose-only effect, or another doubt; inactive = no such curve, though single readings can be large; an effect the other way counts as inactive or inconclusive. Not all compounds are listed. The share of hits here may be higher or lower than overall.
SMILES,PGK inhibitor,Pol beta inh,POLH inh,Apoferritin bind,BLM helicase inh,POLI inh,Pol kappa inh,RXFP1 antag,APEX1 inh
C=C(C)Cn1c(=O)c2c(nc3n2CC(C)CN3Cc2ccccc2)n(C)c1=O (stereo not given),-4%,-9%,-8%,-1%,-1%,38%,14%,-13,54%
CC(=O)N1c2ccc(S(=O)(=O)N(C)CC(=O)NCc3ccc(C)cc3)cc2CC1C (stereo not given),-7%,7%,6%,9%,-3%,-7%,-10%,-4,-7%
C=CCc1ccccc1OCc1nc2ccc(C)cc2[nH]1,.,-4%,.,-13%,-3%,4%,-14%,-3,.
COc1cc2[nH]c(C(=O)NCCc3ccccc3)cc2c(OC)c1OC,-4%,-23%,-18%,-4%,-3%,9%,2%,-1,35%[activator]
CCC(CC)C(=O)Nc1ccc(OCc2cc(=O)n3ccsc3n2)cc1,1%,3%,-16%,-6%,1%,37%[activator],-19%,.,.
CC1C(=O)N2CCCc3cc(NC(=O)C(=O)NCCN4CCOCC4)cc1c32 (stereo not given),-6%,.,3%,.,.,26%,-15%,-4,-14%
COC(=O)CCCC1=CC2=C(c3ccccc3)C(=O)C(C)(OC(=O)C3CCCC3)C(=O)C2=CN1CCN1CCOCC1 (stereo not given),-2%,26%,-9%,-7%,-7%[12.4 µM],17%,-24%,.,0%[12.4 µM]
Cc1cc(=O)oc(C)c1C(=O)Nc1ccc(N(C)C)cc1,-6%,9%,-20%,10%,-5%,19%,-15%,-2,0%
COc1ccc(CCC(=O)Nc2cc(Cl)ccc2N2CCN(C)CC2)cc1,-3%,9%,-3%,-13%,-10%,12%,-3%,-2,-1%
COc1ccccc1CCNC(=O)c1cccn1-c1nnc(N2CCCC2)s1,4%,-8%,0%,-13%,1%,6%,-4%,-8,.

# Sorted by molar mass (largest number first): some entries from above.
SMILES,PGK inhibitor,Pol beta inh,POLH inh,Apoferritin bind,BLM helicase inh,POLI inh,Pol kappa inh,RXFP1 antag,APEX1 inh
CC(=O)N1c2ccc(S(=O)(=O)N(C)CC(=O)NCc3ccc(C)cc3)cc2CC1C (stereo not given),-7%,7%,6%,9%,-3%,-7%,-10%,-4,-7%
COc1ccc(CCC(=O)Nc2cc(Cl)ccc2N2CCN(C)CC2)cc1,-3%,9%,-3%,-13%,-10%,12%,-3%,-2,-1%
Cc1cc(=O)oc(C)c1C(=O)Nc1ccc(N(C)C)cc1,-6%,9%,-20%,10%,-5%,19%,-15%,-2,0%

# Additional records
SMILES,PGK inhibitor,Pol beta inh,POLH inh,Apoferritin bind,BLM helicase inh,POLI inh,Pol kappa inh,RXFP1 antag,APEX1 inh
CCOC(=O)N1CCN(C(=O)CSc2nnc(-c3cc(OC)cc(OC)c3)o2)CC1,4%,11%,2%,0%,0%,8%,-7%,-9,1%
O=C(CC(c1ccco1)S(=O)(=O)c1ccccc1)c1ccc(F)cc1 (stereo not given),-1%,-12%,3%,-8%,-7%,?,-3%,-4,-3%
O=C(Nc1ccc(NC(=O)c2ccco2)c(Cl)c1)c1ccc2c(c1)OCCO2,-8%,?,?,-3%,-16%,?,?,-30,?
CC(=O)CC(=O)Nc1cccc2c1CCCC2,-10%,-18%,3%,?,-3%,?,-6%,6,-2%
C#CCN1C(=O)S/C(=C\c2cc3c(cc2OC)OCO3)C1=O,-8%,22%,-9%,-11%,-1%,153%[activator],-3%,8,22%
CCSc1nc2ccccc2c(=O)n1Cc1ccc(F)cc1,-5%,19%,-21%,-3%,-3%,169%[activator],-10%,-1,-6%
CCOc1ccc(NC(=O)CN(C)C(=O)c2ccc(C3SCCS3)cc2)cc1OCC,2%,.,-3%,.,.,1%,-17%,.,4%
COc1ccc(C(=O)NCC(=O)N/N=C(\C)c2ccco2)cc1OC,-2%,1%,-19%,-8%,-7%,-2%[58.9 µM],-5%,0,0%
O=C(CN1CCN(S(=O)(=O)c2ccc(F)cc2)CC1)NC1CCCC1,0%,-1%,-25%,-6%,-1%,6%,-9%,-13,27%
O=C(/C=C/c1ccco1)N1CCC(Cc2ccccc2)CC1,-10%,?,?,?,-4%,40µM*,?,?,3%

# An excerpt taken from the entries so far, as a working copy:
SMILES,PGK inhibitor,Pol beta inh,POLH inh,Apoferritin bind,BLM helicase inh,POLI inh,Pol kappa inh,RXFP1 antag,APEX1 inh
C=C(C)Cn1c(=O)c2c(nc3n2CC(C)CN3Cc2ccccc2)n(C)c1=O (stereo not given),-4%,-9%,-8%,-1%,-1%,38%,14%,-13,54%
CC(=O)N1c2ccc(S(=O)(=O)N(C)CC(=O)NCc3ccc(C)cc3)cc2CC1C (stereo not given),-7%,7%,6%,9%,-3%,-7%,-10%,-4,-7%
C=CCc1ccccc1OCc1nc2ccc(C)cc2[nH]1,.,-4%,.,-13%,-3%,4%,-14%,-3,.

# Other entries.
SMILES,PGK inhibitor,Pol beta inh,POLH inh,Apoferritin bind,BLM helicase inh,POLI inh,Pol kappa inh,RXFP1 antag,APEX1 inh
Cc1c(C(C)NC(=O)c2ccc3nc(Cc4ccccc4F)oc3c2)cnn1C (stereo not given),-2%,-20%,-9%,-16%,-1%,-15%,1%,-21,22%
CCN1CCN(c2cc3c(cc2F)c(=O)c(S(=O)(=O)c2cc(C)cc(C)c2)cn3CC)CC1,1%,2%,-5%,-4%,3%,15%,-4%,-5,.
Cc1ccc(/C=N/NC(=O)c2c(C)nc3ccc(Br)cn23)cc1,12%,32%,-17%,-4%,0%,11%,-4%,-3,27%
Cc1cc(C)c(S(=O)(=O)NCC(c2ccco2)N2CCc3ccccc3C2)c(C)c1 (stereo not given),-1%,.,-10%,.,.,5%,-21%,-12,-23%
O=C1CSC(=S)N1c1ccc(F)c(Cl)c1,-9%,0%,0%,-23%,-5%,?,-14%,-9,29%
CS(=O)(=O)Nc1cccc(-c2cn3ccccc3n2)c1,-2%,?,-2%,-12%,0%,7%,2%,-4,-3%
CC(=O)NCc1ccc(C(=O)O)cc1,-4%,-2%,-9%,2%,0%,22%,1%,0,6%
CCN(CCO)c1ccc(NC(=S)Nc2cccc(S(=O)(=O)N(C)C)c2)cc1,11%,1%,7%,-11%,-20%,?,-23%,-5,?
Cc1ccc(C(=O)NCCCn2ccnc2)o1,5%,9%,7%,-6%,-1%,-12%,1%,-4,-7%
Cc1cccc(N2C(=O)CC(SC(=Nc3ccccc3)Nc3ccccc3)C2=O)c1 (stereo not given),0%,-15%,-9%,-14%,-13%,1%,-7%,-17,-7%
O=C(NCCc1ccccc1)c1ccc2c(c1)N(Cc1ccc(F)cc1)C(=O)c1ccccc1S2,-6%,-17%,-19%,-15%,-6%,21%,-22%[60.1 µM],-16,.
COc1ccc(NC(=O)CCc2nnc3ccc(N4CCC5(CC4)OCCO5)nn23)cc1,i,-25%,-8%,-5%,1%,-25%,-14%,15,9%
COc1ccccc1-c1nnc(SCC(=O)O)n1-c1ccccc1,i,-26%,-18%,-1%,-1%,42%[activator],3%,-1,2%
CSCC(=O)NC1CCCN(C2Cc3ccccc3C2)C1 (stereo not given),i,8%,-11%,-5%,-2%,37%[activator],-4%,-3,-5%
Cc1ccc(C(=O)N[C@H](C(=O)OCc2cc(=O)oc3cc(C)ccc23)C(C)C)cc1,11%,49%,-17%,0%,-10%,108%[activator],-2%,-7,19%
CCOC(=O)CSc1nc2c(c(-c3ccc(C)o3)c1C#N)CCCC2,-6%,6%,-8%,-12%,0%,6%,-19%,-1,-4%
Cc1ccc(C)c(N2CCN(C(=O)CCC(=O)Nc3nnc(C(F)(F)F)s3)CC2)c1,-7%,-4%,-29%,?,-7%,7%,-3%,?,5%
CCOCC(=O)Nc1cc(C)on1,4%,11%,-6%,-6%,-3%,-12%,-19%,-2,4%
Cc1cc(C)c(S(=O)(=O)c2ccccc2)c(OC(=O)c2c(F)cccc2Cl)n1,1%,-1%,-12%,-12%,-5%,2%,-14%,4,-6%
Cc1ccc(CNC(=O)c2ccc3c(=O)n(-c4ccccc4)c(=O)[nH]c3c2)cc1,6%,2%,-13%,-9%,1%,56%[activator],-3%,-8,.

# Whole records from above.
# O=C(Nc1ccc(NC(=O)c2ccco2)c(Cl)c1)c1ccc2c(c1)OCCO2 across the screens: PGK inhibitor = -8%; Pol beta inh = ?; POLH inh = ?; Apoferritin bind = -3%; BLM helicase inh = -16%; POLI inh = ?; Pol kappa inh = ?; RXFP1 antag = -30; APEX1 inh = ?
# CC1C(=O)N2CCCc3cc(NC(=O)C(=O)NCCN4CCOCC4)cc1c32 (stereo not given) across the screens: PGK inhibitor = -6%; Pol beta inh = .; POLH inh = 3%; Apoferritin bind = .; BLM helicase inh = .; POLI inh = 26%; Pol kappa inh = -15%; RXFP1 antag = -4; APEX1 inh = -14%
# Cc1ccc(C)c(N2CCN(C(=O)CCC(=O)Nc3nnc(C(F)(F)F)s3)CC2)c1 across the screens: PGK inhibitor = -7%; Pol beta inh = -4%; POLH inh = -29%; Apoferritin bind = ?; BLM helicase inh = -7%; POLI inh = 7%; Pol kappa inh = -3%; RXFP1 antag = ?; APEX1 inh = 5%

# Further entries follow.
SMILES,PGK inhibitor,Pol beta inh,POLH inh,Apoferritin bind,BLM helicase inh,POLI inh,Pol kappa inh,RXFP1 antag,APEX1 inh
O=C(CCCOc1ccccc1)NC1CCCc2ccccc21 (stereo not given),-6%,6%,-14%,6%,0%,-6%,-1%,-6,5%
CC(=O)Nc1c(Cl)cc([N+](=O)[O-])c2ccccc12,3%,2%,0%,0%,2%,20%,2%,-1,-3%
CN(C)c1ccnc(Nc2ccc(O)cc2)c1C#N,i,3%,-19%,-5%,-3%,35%[activator],3%,-17,2%
CN(C)c1ccc(-c2nn3c(-c4ccc(Cl)cc4Cl)nnc3s2)cc1,.,0%,.,6%,0%,.,.,.,-1%

# Source: PubChem BioAssay
